Screening data (PubChem BioAssay)
PAFAH2 inh – inhibitors of human PAFAH2 | inhibition, % at 3.39 µM | 340,000 tested, 0.99% active | Q99487 | recombinant PAFAH2, FP-rhodamine activity probe, fluorescence polarization;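 active = inhibition above the mean over all tested compounds plus 3 SD, cut at about 30% in these data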;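 also: inhibitors block probe labeling of enzyme so polarization drops; 0% = enzyme with DMSO and 100% = wells lacking PAFAH2 protein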
PAFAH1B2 inh – inhibitors of human PAFAH1B2 | P68402 | recombinant PAFAH1B2, FP-rhodamine activity probe, fluorescence polarization | inhibition, % at 3.39 µM | 340,000 tested, 1.2% active;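 active = inhibition above the mean of all tested compounds plus 3 SD, cut at about 24% in these data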;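 also: 0% = enzyme with DMSO and 100% = wells lacking PAFAH1B2; many of its hits are not listed in these tables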
Target sequence (P68402 whole entry, looked up): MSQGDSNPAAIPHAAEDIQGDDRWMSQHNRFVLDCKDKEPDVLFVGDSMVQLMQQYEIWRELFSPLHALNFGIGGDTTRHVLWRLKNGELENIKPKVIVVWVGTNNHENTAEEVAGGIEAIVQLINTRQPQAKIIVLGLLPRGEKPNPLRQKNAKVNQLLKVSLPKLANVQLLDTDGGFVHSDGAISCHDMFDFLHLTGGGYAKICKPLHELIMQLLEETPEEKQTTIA
EBNA-1 inhibitor – blocks EBNA-1 binding to DNA. 300,000 tested, 0.34% active. inhibition, % at 14.8 µM. EBNA-1 DNA binding, fluorescence polarization; in the data active = inhibition above about 28%
pPAFAH FP inh – inhibitors of human plasma PAF acetylhydrolase (pPAFAH) | inhibition, % at 3.39 µM | 330,000 tested, 1.5% active | recombinant pPAFAH, FP-rhodamine probe fluorescence polarization;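 active = inhibition above the mean inhibition across the screen plus 3 SD, cut at about 25% in these data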;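 also: inhibitors block binding of the rhodamine activity-based probe so polarization drops; 0% = enzyme with DMSO and 100% = wells lacking pPAFAH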
ZTA DNA inh – ZTA (EBV) inhibition in EBNA-1 counter-screen; P03206; 320,000 tested, 0.15% active; ZTA-DNA binding, fluorescence polarization; inhibition, % at 11 µM; in the data active = inhibition above about 33%
PAFAH1B3 inh – inhibitors of human PAFAH1B3 | Q15102 | recombinant PAFAH1B3, FP-rhodamine probe, fluorescence polarization | inhibition, % at 3.39 µM | 340,000 tested, 0.28% active | AID 492972;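 active = inhibition above the screen-wide average of all tested compounds plus 3 SD, cut at about 25% in these data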;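 also: 0% = enzyme with DMSO only and 100% = wells lacking PAFAH1B3 protein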
Target sequence (Q15102 whole entry, looked up): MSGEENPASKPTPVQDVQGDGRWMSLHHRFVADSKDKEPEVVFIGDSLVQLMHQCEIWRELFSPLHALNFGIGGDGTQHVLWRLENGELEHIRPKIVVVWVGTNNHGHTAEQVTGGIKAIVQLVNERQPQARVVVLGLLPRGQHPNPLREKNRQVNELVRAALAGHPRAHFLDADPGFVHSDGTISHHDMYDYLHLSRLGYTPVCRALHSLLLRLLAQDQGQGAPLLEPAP
LYPLA1 inh – blocks human lysophospholipase 1, a PME1 counter-screen. O75608. recombinant LYPLA1, FP-Rh probe fluorescence polarization. inhibition, % at 5.9 µM. 320,000 tested, 0.16% active;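 active = inhibition above the mean of all tested compounds plus 3 SD, set per campaign, cut at about 14% in these data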;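 also: inhibitors block serine hydrolase probe labeling of LYPLA1 so polarization falls; 0% = enzyme with DMSO and 100% = wells lacking LYPLA1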
Target sequence (O75608 whole entry, looked up): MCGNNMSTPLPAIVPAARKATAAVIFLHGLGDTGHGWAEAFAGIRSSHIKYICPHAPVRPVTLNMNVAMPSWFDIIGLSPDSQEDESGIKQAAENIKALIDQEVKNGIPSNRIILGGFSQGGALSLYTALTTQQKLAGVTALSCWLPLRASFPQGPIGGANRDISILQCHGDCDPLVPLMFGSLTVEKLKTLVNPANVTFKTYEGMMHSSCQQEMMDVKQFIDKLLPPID
PREPL inh – inhibits the human prolyl oligopeptidase-like enzyme. recombinant PREPL, fluorescence polarization activity-based probe. inhibition, % at 5.96 µM. 320,000 tested, 0.68% active. AID 2751; in the data active = inhibition above about 43%;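 also: 0% = enzyme with DMSO and 100% = wells lacking enzyme; many of its hits are not listed in these tables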
LYPLA2 inh – LYPLA2 (human) inhibition in PME1 counter-screen | recombinant LYPLA2, FP-Rh probe fluorescence polarization | 320,000 tested, 0.38% active | inhibition, % at 5.9 µM | O95372;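 active = inhibition above the screen-wide mean plus 3 SD, limit set per campaign, cut at about 26% in these data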;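 also: 0% = LYPLA2 with DMSO and 100% = wells lacking LYPLA2 enzyme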
Target sequence (O95372 whole entry, looked up): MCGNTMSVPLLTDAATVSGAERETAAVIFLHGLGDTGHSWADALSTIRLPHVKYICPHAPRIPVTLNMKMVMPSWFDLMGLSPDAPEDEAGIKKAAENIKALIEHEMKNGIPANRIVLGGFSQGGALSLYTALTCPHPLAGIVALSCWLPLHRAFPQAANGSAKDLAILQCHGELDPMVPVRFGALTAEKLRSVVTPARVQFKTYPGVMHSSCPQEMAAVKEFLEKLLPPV
An asterisk follows results filed as active; . = not tested or not shown. An excerpt; count on the stated rates, not on these rows.

SMILES	PAFAH2 inh	PAFAH1B2 inh	EBNA-1 inhibitor	pPAFAH FP inh	ZTA DNA inh	PAFAH1B3 inh	LYPLA1 inh	PREPL inh	LYPLA2 inh
CN(C)N1C(N)=C(C#N)C(c2ccsc2)C2=C1CC(C)(C)CC2=O (stereo unspecified)	4	3	6	2	-6	7	5	12	16
Cc1ccc2c(c1)c1c3n2CCN(CCC(=O)O)C3CCC1 (stereo unspecified)	5	-2	2	4	11	-1	-6	6	-1
CCOc1cc(/C=C2/C(=N)N3OC(C)=CC3=NC2=O)ccc1OC(=O)c1ccco1	6	-5	2	1	-2	8	1	33	-1
Cc1nn(C(C)C(=O)N2CCc3ccccc32)c(C)c1[N+](=O)[O-] (stereo unspecified)	1	-4	-4	3	6	1	1	0	1
Cc1ccc(S(=O)(=O)Nc2cccc(C(=O)NCc3ccc(S(N)(=O)=O)cc3)c2)cc1	-3	21	1	1	-7	-2	-1	-15	-1
Cc1c(Cl)cn2c(=O)cc(CN(C)Cc3nc4ccccc4c(=O)[nH]3)nc2c1Cl	.	.	-7	0	9	.	2	2	-1
Clc1ccc(Oc2ccccc2)c2ncccc12	6	2	12	8	18	-1	-1	4	2
O=C(Nc1cccc(-c2cccc(F)c2)c1)C1CCN(C2CCC2)CC1	1	5	11	4	12	6	-3	-25	3
CC(NC(=O)/C(=C/c1ccc(OC(F)F)cc1)c1ccccc1)c1ccccc1 (stereo unspecified)	5	0	-6	-4	-7	-4	-2	1	-3
O=C(O)c1cccnc1C(=O)N1CCc2c([nH]c3ccccc23)C1C(F)(F)F (stereo unspecified)	.	.	7	1	-9	.	-1	-5	3
Cc1ccc2c(c1)N(C(=O)CCC(=O)N1CCCCC1)CCO2	3	-3	-5	-7	-21	3	0	-7	2
CCc1ccc(N2CC(C(=O)OCC(=O)Nc3ccc(C(C)=O)cc3)CC2=O)cc1 (stereo unspecified)	10	2	.	13	-1	12	0	-4	5
O=C(c1ccco1)N1CCN(Cc2cc(=O)c(OCc3c(F)cccc3Cl)co2)CC1	3	0	0	4	-7	10	-2	-1	6
O=C(NCc1nc(-c2ccc(Cl)cc2)no1)c1ccco1	-1	4	-11	3	-10	-1	6	-6	9
COc1ccc(Nc2ccc(S(=O)(=O)N3CCCCCC3)cc2[N+](=O)[O-])cc1	3	2	-8	12	4	-2	0	8	6
CCCc1nnc(NC(=O)c2ccc([N+](=O)[O-])cc2)s1	-2	-3	-6	-4	7	5	4	5	-5
Cc1[nH][nH]c(=O)c1C(c1ccc(-c2ccccc2C(=O)O)o1)c1c(C)[nH][nH]c1=O	-4	8	-8	1	-20	8	0	6	5
CC1CC(C)CN(C(=O)Cn2c(=O)oc3cc(S(=O)(=O)N4CCCC4)ccc32)C1 (stereo unspecified)	9	3	3	5	11	1	1	5	-2
Cc1ccccc1N(C(=O)Cc1ccsc1)C(C(=O)NC1CCCCC1)c1ccc(F)cc1 (stereo unspecified)	4	0	3	1	-10	-1	0	14	-5
CCCC/C(O)=C1\C(=O)CCCC1=NCCc1c(C)[nH]c2ccccc12	1	1	8	2	-2	3	-1	0	-6
CC(=O)Nc1ccc(S(=O)(=O)NCC(=O)OCC(=O)NC(=O)c2cccn2C)cc1	4	5	9	1	4	-1	1	0	1
CCCCc1nc2cc(C(=O)NC(C)c3cnn(C)c3)ccc2o1 (stereo unspecified)	1	-1	-10	7	-15	4	5	1	13
CCCS(=O)(=O)N1CCCC(C(=O)NCc2ccc(C)cc2)C1 (stereo unspecified)	-1	2	-1	3	4	3	-3	6	7
CC(=O)c1ccc(Sc2ccccc2)c([N+](=O)[O-])c1	-2	6	2	3	3	4	2	7	-3
Oc1ccc(C2C[C@H]3CC[C@@H]2C3)cc1O (stereo partly specified)	7	75*	-21	52*	0	14	-2	5	-2

(listing goes on)
SMILES	PAFAH2 inh	PAFAH1B2 inh	EBNA-1 inhibitor	pPAFAH FP inh	ZTA DNA inh	PAFAH1B3 inh	LYPLA1 inh	PREPL inh	LYPLA2 inh
CCOC(=O)CN1C(=O)C(Sc2n[nH]c(-c3ccc(O)cc3)n2)CCc2ccccc21 (stereo unspecified)	2	4	2	0	4	1	-3	-9	-4
O=C(Nc1ccnc(=O)[nH]1)c1sc2ccccc2c1Cl	7	5	1	-1	9	10	-2	-11	4
CN(CC(O)COCc1cccs1)C1CCCCC1 (stereo unspecified)	-2	2	-8	8	-27	5	1	25	4
COc1cc(Cl)ccc1NC(=O)COc1ccccc1C(=O)NN	-10	1	0	-3	-1	0	-9	-2	-9
Cc1cc(C(=O)CN2C(=O)NC3(CCCc4ccccc43)C2=O)c(C)n1Cc1cccs1 (stereo unspecified)	-3	12	-2	4	-3	-4	-6	-7	-12
O=[N+]([O-])c1c(Nc2ccc(O)cc2)cc(N2CCOCC2)c2nonc12	5	5	6	8	-3	0	2	0	4
CC1(C(=O)O)CCC(C(=O)N2CCCCC2)C1(C)C (stereo unspecified)	2	-1	7	0	-2	2	0	-8	2
Cc1csc(NC(=O)CSc2nnc(-c3ccncc3)o2)n1	5	-1	7	3	-14	5	1	4	6
CCOC(=O)c1sc(NN=C(C(=O)OC)C(=O)OC)c(C(=O)OCC)c1C	7	-3	-1	8	9	-14	-2	3	4
Cc1cccc(C)c1NC(=O)CNc1ncnc2sc(C)c(C)c12	-9	1	-5	-2	-5	2	2	8	4
COC(=O)Nc1cc([N+](=O)[O-])ccc1OC	0	5	4	3	-5	7	1	20	-6
CN(C(=O)c1ccc(S(=O)(=O)c2cccc(Cl)c2)c([N+](=O)[O-])c1)C1CCCCC1	6	9	-3	-2	8	6	-2	7	9
Cc1ccc(NC(=O)C(=O)c2c(-c3ccccc3)cc3ccccn23)cc1S(=O)(=O)N1CCOCC1	5	0	17	-2	4	11	-5	7	4
CCOc1ccccc1NC(=O)Nc1ccc2c(c1)OCO2	3	1	-4	-2	-13	4	-2	7	0
CCOC(=O)c1ccc(NC(=O)CNNC(=O)COc2ccccc2C)cc1	1	-2	.	6	.	0	.	-16	.
CCC(=O)Nc1nnc(/C=C/c2ccccc2)s1	-8	5	-2	4	12	6	0	26	2
COC(=O)c1cc(C(=O)N2CCOCC2)cc([N+](=O)[O-])c1	0	1	4	5	13	-1	-2	5	5
CCn1c(SC(C)C(=O)Nc2nnc(C)s2)nnc1-c1ccco1 (stereo unspecified)	-1	5	8	3	5	12	-2	-6	-6
Cc1oc2cc(O)ccc2c(=O)c1Oc1ccc(F)cc1	-2	3	-1	3	-11	-3	-6	-4	6
COc1ccc(NC(=O)Cn2c(=O)cnc3ccccc32)cc1S(=O)(=O)N1CCCCC1	-4	6	-15	3	-4	1	0	0	1
O=C(COc1ccc([N+](=O)[O-])cc1)N1CCc2ccccc2C1	-1	2	0	7	-23	9	7	-20	1
COc1ccc(CCNC(=O)CCN2C(=O)c3ccccc3C2=O)cc1OC	.	.	-7	2	-20	.	-1	1	-1
Cc1cc(NC(=O)c2cc([N+](=O)[O-])cc([N+](=O)[O-])c2)n(-c2ccccc2)n1	4	3	-6	1	11	17	-2	15	2
COc1ccc(S(=O)(=O)Nc2cc(SCC(=O)O)c(O)c3ccccc23)cc1	13	19	-15	22	13	44*	5	12	28*
CC(=O)C1=C(C)N(Cc2ccccc2)C(=O)N[C@H]1c1cccs1	-7	-2	0	-8	4	6	-4	6	-5

4 compounds from above, sorted by molar mass, low to high.
SMILES	PAFAH2 inh	PAFAH1B2 inh	EBNA-1 inhibitor	pPAFAH FP inh	ZTA DNA inh	PAFAH1B3 inh	LYPLA1 inh	PREPL inh	LYPLA2 inh
CN(CC(O)COCc1cccs1)C1CCCCC1 (stereo unspecified)	-2	2	-8	8	-27	5	1	25	4
CCOc1ccccc1NC(=O)Nc1ccc2c(c1)OCO2	3	1	-4	-2	-13	4	-2	7	0
CN(C(=O)c1ccc(S(=O)(=O)c2cccc(Cl)c2)c([N+](=O)[O-])c1)C1CCCCC1	6	9	-3	-2	8	6	-2	7	9
CCOC(=O)CN1C(=O)C(Sc2n[nH]c(-c3ccc(O)cc3)n2)CCc2ccccc21 (stereo unspecified)	2	4	2	0	4	1	-3	-9	-4

Following part
SMILES	PAFAH2 inh	PAFAH1B2 inh	EBNA-1 inhibitor	pPAFAH FP inh	ZTA DNA inh	PAFAH1B3 inh	LYPLA1 inh	PREPL inh	LYPLA2 inh
CCCC(=Nc1ccc(N)cc1)C1=C(O)C(C(=O)OC)C(C)(C)CC1=O (stereo unspecified)	16	4	-13	40*	-9	13	15*	31	28*
c1ccc(CSc2nnc(-c3ccco3)o2)cc1	5	5	-11	-3	-16	2	-1	1	-5
CCOC(=O)C1(Cc2ccccc2C(F)(F)F)CCN(C2CCC2)CC1	0	2	-4	-2	-6	13	3	-2	4
O=C(NN1C(=O)/C(=C/c2cccnc2)SC1=S)C(c1ccccc1)c1ccccc1	6	27*	-4	12	0	4	-2	1	-2
O=C(NC1CCCC1)C1CCN(S(=O)(=O)c2ccccc2)CC1	1	4	-10	1	2	9	0	5	3
COc1ccc(OCc2cc(C(=O)NC(C)c3cnn(C)c3)no2)c(Cl)c1 (stereo unspecified)	-4	-1	7	19	13	3	2	-6	2
CCC(=O)c1ccc(OC(=O)N2CCOCC2)cc1	35*	1	1	24	1	5	1	14	2
O=C(Cn1nc(Cc2cccnc2)c2ccccc2c1=O)NCc1ccc(F)cc1	11	6	1	-2	3	-4	0	7	3
COc1ccccc1C(=O)NC(=O)COC(=O)c1ccc(NC(=O)CC#N)cc1	5	0	-8	1	-2	9	-2	-4	2
CC(C)Nc1nc(NC(C)C)nc(Oc2ccc(=O)n(C)n2)n1	9	-1	12	-1	3	7	1	6	-9
CCc1cc(CNC(=O)c2ccc3nc(Cc4ccc(OC)c(OC)c4)oc3c2)on1	-1	8	-14	-5	-5	4	-1	6	6
OCCN1CCN(Cc2cc(Br)cc(Br)c2O)CC1	-4	0	3	7	22	13	3	3	-1
O=c1c2ccccc2oc2cc(-c3ccc4[nH]ccc4c3)ccc12	-14	-7	-11	-8	-6	0	-13	20	-37
COc1cccc(N2C(=O)CC(N3CCC(C(N)=O)(N4CCCCC4)CC3)C2=O)c1 (stereo unspecified)	-5	-2	7	5	-17	3	2	17	5
COCn1c(=O)c2c(nc(SC3=NCCS3)n2Cc2ccccc2C)n(COC)c1=O	-1	-6	-1	2	0	3	-2	7	-4
COC(=O)c1nn(-c2ccccc2)nc1-c1nn(-c2ccccc2)nc1C(=O)OC	3	3	-13	3	-10	3	0	-7	2
NC(=O)c1ccc(N2CCCCC2)c(N2C(=O)C3C4C=CC(C4)C3C2=O)c1 (stereo unspecified)	-5	6	4	5	-1	6	2	29	1
COc1ccc(CNC(=O)C2(CC3CC(c4ccccc4)=NO3)CCN(C(=O)OC(C)(C)C)CC2)cc1 (stereo unspecified)	6	2	2	-2	-11	10	0	3	0
Cn1nnnc1NC(=O)c1ccccc1Cl	0	2	-3	4	1	5	0	-3	7
CCCCCN1C(C)=CC(=C(C#N)C#N)C=C1C	2	6	-18	-1	-18	8	1	20	6
O=C(c1ccco1)N1CCN(c2ccc(F)cc2)CC1	-1	1	15	2	0	2	4	6	6
S=C(Cc1ccc(-c2ccccc2)cc1)N1CCOCC1	.	.	-9	0	0	.	2	3	8
Cc1cc(C)n2nc[n+](C)c2n1	-17	-6	-14	-9	5	-3	-6	-1	-14
O=C1CC[C@@H](CN(Cc2ccccn2)Cc2nc(Cc3ccccc3)no2)N1	7	0	-10	5	-1	7	-1	-7	2
